PhoP GFP inhibition: Inhibition of PhoP regulon, Salmonella typhi GFP reporter cells, confirmation, 4 h (AID 1850) | one-dose inhibition, % at 50 µM; IC50 in µM for titrated hits | Salmonella Typhi PhoP-promoter GFP reporter, fluorescence, 4 h; higher % means a stronger effect | 310,000 tested, 0.33% active; in the data active means a potency from the dose series; inconclusive means inhibition mostly from about 25% at the one dose, without a potency; inactive means the rest, 99 in 100 with inhibition below about 19%;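 further: 0% = induced wells with vehicle and 100% = uninduced wells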
M. tuberculosis: growth inhibition of non-replicating M. tuberculosis (AID 488890). Mycobacterium tuberculosis non-replicating, growth inhibition; higher % means a stronger effect. inhibition, % at 25 µM; hits with a dose series show IC50 in µM. 320,000 tested, 0.39% active; in the data active means a potency from the dose series; inconclusive means inhibition mostly from about 82% at the one dose, without a potency; inactive means the rest, 99 in 100 with inhibition below about 76%;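 further: plate controls were DMSO cells for no effect and high antibiotic wells for full effect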
VEEV TC-83 Vero: inhibitors of VEEV TC-83 cytopathic effect, confirmation, Vero cells (AID 588727); Vero cells, VEEV TC-83 cytopathic effect inhibition; higher % means a stronger effect; inhibition, % at 20 µM, or IC50 in µM where a hit was titrated; 350,000 tested, 0.13% active; in the data active means a potency from the dose series; inconclusive means inhibition mostly from about 14% at the one dose, without a potency; inactive means the rest, 99 in 100 with inhibition below about 12%; further: strong numbers were not always called active
M. tuberculosis HTS: M. tuberculosis growth inhibition, HTS (AID 449762) | M. tuberculosis H37Rv growth inhibition, 7H9 media; higher % means a stronger effect | inhibition, % at 25 µM; hits with a dose series show IC50 in µM | 330,000 tested, 0.59% active; in the data active means a potency from the dose series; inconclusive means inhibition above about 70% without an active follow-up result;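 further: bacterial growth assessed after seven days of incubation; strong numbers were not always called active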
H1N1 NS1A inhibition: H1N1 influenza NS1A inhibitors, functional cell based assay (AID 504329); NS1A functional cell-based assay, percent inhibition; higher % means a stronger effect; one-dose inhibition, % at 12.5 µM; IC50 in µM for titrated hits; 340,000 tested, 0.3% active; in the data active means a potency from the dose series; inconclusive means inhibition above about 27% without an active follow-up result; further: strong numbers were not always called active
VEEV TC-83 Vero 10K pilot screen: further read-out of VEEV TC-83 Vero, marked with its call; inhibition, %; measured here: 10K pilot screen inhibition
* = called active by the depositor; & = joins results of further samples. Rows are unselected; overall some 1.4% were active at least once.

What do the screens show for `COc1ccc(C2C(C(C)=O)=C(O)C(=O)N2c2cccnc2)c(OC)c1` (stereo not given)?
PhoP GFP inhibition: 2.5%; M. tuberculosis: 11.7%; VEEV TC-83 Vero: inactive; M. tuberculosis HTS: -10.5%; H1N1 NS1A inhibition: -12.3%; VEEV TC-83 Vero 10K pilot screen: 0.1

What do the screens show for `COc1ccc(NC(=O)c2cccc(S(=O)(=O)N(C)c3ccccc3)c2)cn1`?
PhoP GFP inhibition: 2.8%; M. tuberculosis: 5.8%; VEEV TC-83 Vero: 0.0%; M. tuberculosis HTS: 3.8%; H1N1 NS1A inhibition: -7.4%

What do the screens show for `Cc1cccc(C(=O)NC2CC3CCC(C2)N3C)c1` (stereo not given)?
VEEV TC-83 Vero: 0.9%; H1N1 NS1A inhibition: -8.9%

Results for O=C(NCC1CCN(c2ccc(S(=O)(=O)N3CCOCC3)cc2)CC1)c1ccc(Cl)cc1 ?
PhoP GFP inhibition: -6.4%; M. tuberculosis: inactive; VEEV TC-83 Vero: 1.9%; M. tuberculosis HTS: 31.9µM*; H1N1 NS1A inhibition: -3.5%

What do the screens show for `CCc1nnc(NC(=O)C2CSC3(C)CCC(=O)N23)s1` (stereo not given)?
PhoP GFP inhibition: -0.3%; M. tuberculosis: -30.5%; VEEV TC-83 Vero: 0.9%; M. tuberculosis HTS: 5.7%; H1N1 NS1A inhibition: -7.7%

Results for O=C(NNC(=O)c1oc2ccccc2c1-n1cccc1)c1ccco1 ?
PhoP GFP inhibition: -1.4%; M. tuberculosis: -1.6%; VEEV TC-83 Vero: 1.6%; M. tuberculosis HTS: -1.1%; H1N1 NS1A inhibition: 2.8%

How did Cn1nnc2cc(C(=O)N3CCCCCC3)ccc21 do in these assays?
PhoP GFP inhibition: -12.4%; M. tuberculosis: 3.3%; VEEV TC-83 Vero: 1.3%; M. tuberculosis HTS: 1.9%; H1N1 NS1A inhibition: -8.5%

Results for CCC(C)NC(=O)c1ccccc1NC(=O)C1COc2ccccc2O1 (stereo not given) ?
PhoP GFP inhibition: -4.7%; M. tuberculosis: -17.3%; VEEV TC-83 Vero: 0.2%; M. tuberculosis HTS: -2.5%; H1N1 NS1A inhibition: -7.0%

What do the screens show for `CN1CCN(c2ccc(S(=O)(=O)N3CCOCC3)cc2NC(=O)CCc2ccccc2)CC1`?
PhoP GFP inhibition: 8.0%; M. tuberculosis: -1.4%; VEEV TC-83 Vero: inactive; M. tuberculosis HTS: -1.2%; H1N1 NS1A inhibition: -5.4%

What do the screens show for `COc1cc(OC)cc(C(=O)NNC(=O)NC2CCCCC2)c1`?
PhoP GFP inhibition: 1.7%; M. tuberculosis: 1.3%; VEEV TC-83 Vero: 1.9%; M. tuberculosis HTS: 5.3%; H1N1 NS1A inhibition: -1.3%

How did Cc1ccc2nc(C)cc(C(=O)N3CCCC(N4CCN(c5ccccc5C)CC4)C3)c2c1 (stereo not given) do in these assays?
PhoP GFP inhibition: -9.8%; M. tuberculosis: 24.8%; VEEV TC-83 Vero: 7.3%; M. tuberculosis HTS: 0.0%; H1N1 NS1A inhibition: -8.4%

What do the screens show for `COc1cccc(CNC(=O)C2(C)Oc3ccccc3NC2=O)c1` (stereo not given)?
PhoP GFP inhibition: -4.7%; M. tuberculosis: 4.7%; VEEV TC-83 Vero: 0.5%; M. tuberculosis HTS: -4.9%; H1N1 NS1A inhibition: -0.3%

Looked up by structure from above:
How did Cn1nnc2cc(C(=O)N3CCCCCC3)ccc21 do in these assays?
PhoP GFP inhibition: -12.4%; M. tuberculosis: 3.3%; VEEV TC-83 Vero: 1.3%; M. tuberculosis HTS: 1.9%; H1N1 NS1A inhibition: -8.5%

Results for O=C(NNC(=O)c1oc2ccccc2c1-n1cccc1)c1ccco1 ?
PhoP GFP inhibition: -1.4%; M. tuberculosis: -1.6%; VEEV TC-83 Vero: 1.6%; M. tuberculosis HTS: -1.1%; H1N1 NS1A inhibition: 2.8%

Following part.
Results for O=C1N(CN2CCN(Cc3ccccc3)CC2)c2ccccc2C12OCCCO2 ?
PhoP GFP inhibition: 6.2%; M. tuberculosis: -2.4%; VEEV TC-83 Vero: 0.2%; M. tuberculosis HTS: -0.3%; H1N1 NS1A inhibition: 2.6%

What do the screens show for `Cc1ccccc1-c1ccc2n1Cc1cnnn1-c1ccccc1-2`?
VEEV TC-83 Vero: 5.4%; H1N1 NS1A inhibition: 6.9%

Results for C#Cc1ccc([C@H]2C=C(C(=O)NCc3ccccc3)O[C@@H](OCc3ccc(CO)cc3)C2)cc1 ?
PhoP GFP inhibition: -3.4%; M. tuberculosis: 24.4%; VEEV TC-83 Vero: 6.3%; M. tuberculosis HTS: 1.4%; H1N1 NS1A inhibition: -1.2%

What do the screens show for `O=C(Nc1ccc2c(c1)OCO2)c1nn(-c2ccccc2)c(=O)c2ccccc12`?
PhoP GFP inhibition: -2.9%; M. tuberculosis: -2.6%; VEEV TC-83 Vero: 7.4%; M. tuberculosis HTS: -7.7%; H1N1 NS1A inhibition: 12.0%

Results for CCCCNC1CCS(=O)(=O)C1 (stereo not given) ?
PhoP GFP inhibition: 5.4%; M. tuberculosis: -5.8%; VEEV TC-83 Vero: 0.5%; M. tuberculosis HTS: 2.1%; H1N1 NS1A inhibition: 20.5%

Results for COc1cccc(-c2cc(C(=O)NCCc3ccccc3)no2)c1 ?
PhoP GFP inhibition: 3.2%; M. tuberculosis: -3.4%; VEEV TC-83 Vero: 3.9%; M. tuberculosis HTS: 7.9%; H1N1 NS1A inhibition: -21.9%

What do the screens show for `O=C(Cn1nnc(-c2ccccc2Cl)n1)N1CCCCC1`?
PhoP GFP inhibition: 6.3%; M. tuberculosis: 17.0%; VEEV TC-83 Vero: 0.1%; M. tuberculosis HTS: 4.6%; H1N1 NS1A inhibition: -2.4%

How did COc1ccc(/C(CC2OC(=O)c3ccccc32)=N\NC(N)=O)cc1 (stereo not given) do in these assays?
PhoP GFP inhibition: -4.9%; M. tuberculosis: -0.6%; VEEV TC-83 Vero: 0.6%; M. tuberculosis HTS: -2.3%; H1N1 NS1A inhibition: 5.0%

What do the screens show for `COc1ccc(OC)c(NS(=O)(=O)c2ccc(NC(=O)c3ccc(NS(C)(=O)=O)cc3)cc2)c1`?
PhoP GFP inhibition: -3.1%; M. tuberculosis: 6.3%; VEEV TC-83 Vero: 0.9%; M. tuberculosis HTS: 5.3%; H1N1 NS1A inhibition: -4.3%

Results for NC(=O)c1ccc(C(=O)N/N=C/c2cccc(Oc3ccccc3)c2)cc1 ?
PhoP GFP inhibition: -8.5%; M. tuberculosis: -2.6%; VEEV TC-83 Vero: 7.0%; M. tuberculosis HTS: 1.1%; H1N1 NS1A inhibition: -6.7%

How did c1ccc(CSc2nnc(-c3c[nH]c4ccccc34)o2)cc1 do in these assays?
PhoP GFP inhibition: 2.4%; M. tuberculosis: 3.6%; VEEV TC-83 Vero: 4.0%; M. tuberculosis HTS: -2.2%; H1N1 NS1A inhibition: -2.6%

How did COc1ccccc1OCC(=O)NNc1c2ccccc2nc2ccccc12 do in these assays?
PhoP GFP inhibition: 18.5%; M. tuberculosis: 34.2%; VEEV TC-83 Vero: inconclusive; M. tuberculosis HTS: -2.7%; H1N1 NS1A inhibition: 10.7%

Results for C=CCc1ccccc1OCC(O)CNC1CCCC1 (stereo not given) ?
PhoP GFP inhibition: -28.7%; M. tuberculosis: 13.7%; VEEV TC-83 Vero: inactive; M. tuberculosis HTS: 9.8%; H1N1 NS1A inhibition: 6.6%

What do the screens show for `Cc1cc(/C=C2\C(=O)NC(=O)N(c3ccccc3)C2=O)c(C)n1-c1ccc(C(=O)O)c(Cl)c1`?
PhoP GFP inhibition: 9.0%; M. tuberculosis: -10.2%; VEEV TC-83 Vero: 0.2%; M. tuberculosis HTS: 4.1%; H1N1 NS1A inhibition: -0.1%

Results for CC(=O)OCC1OC(OC(C)=O)C(NC(=O)Cc2ccccc2)C(OC(C)=O)C1OC(C)=O (stereo not given) ?
PhoP GFP inhibition: -4.5%; M. tuberculosis: 0.8%; VEEV TC-83 Vero: 1.1%; M. tuberculosis HTS: -9.9%; H1N1 NS1A inhibition: -10.6%

What do the screens show for `Nc1ccc(SC(F)(F)F)cc1`?
PhoP GFP inhibition: 8.4%; M. tuberculosis: 48.7%; VEEV TC-83 Vero: inactive; M. tuberculosis HTS: -0.7%; H1N1 NS1A inhibition: 1.5%

What do the screens show for `COc1ccc(/C=C2\SC(=O)N(CCNC(=O)C3CCN(S(=O)(=O)c4cccs4)CC3)C2=O)cc1`?
PhoP GFP inhibition: -4.6%; M. tuberculosis: -5.5%; VEEV TC-83 Vero: 0.7%; M. tuberculosis HTS: -7.3%; H1N1 NS1A inhibition: 1.5%

How did COc1ccccc1C(=O)c1nc2ccccc2n1C do in these assays?
PhoP GFP inhibition: -2.3%; M. tuberculosis: 9.0%; VEEV TC-83 Vero: 0.1%; M. tuberculosis HTS: -1.8%; H1N1 NS1A inhibition: -2.6%

How did CCOC(=O)c1csc(-c2ccc3c(c2)CCO3)n1 do in these assays?
PhoP GFP inhibition: -4.7%; M. tuberculosis: 7.2%; VEEV TC-83 Vero: 0.3%; M. tuberculosis HTS: -5.6%

How did O=C1COc2ccc(C(=O)COC(=O)/C=C/c3ccco3)cc2N1 do in these assays?
VEEV TC-83 Vero: 1.4%; H1N1 NS1A inhibition: -0.7%

How did COCC(C)n1c(C)cc(C(=O)COC(=O)c2n[nH]c3ccccc23)c1C (stereo not given) do in these assays?
PhoP GFP inhibition: 19.9%; M. tuberculosis: 2.2%; VEEV TC-83 Vero: 4.3%; M. tuberculosis HTS: -3.6%; H1N1 NS1A inhibition: 3.0%

How did CC(C)CC(=O)Nc1nnc(CSCc2ccc(F)cc2)s1 do in these assays?
PhoP GFP inhibition: 6.1%; M. tuberculosis: 16.3%; VEEV TC-83 Vero: 0.9%; M. tuberculosis HTS: 1.4%; H1N1 NS1A inhibition: -6.1%

How did O=C(c1cnn2c(C(F)F)cc(-c3ccccc3)nc12)N1CCSCC1 do in these assays?
PhoP GFP inhibition: -4.3%; M. tuberculosis: -17.7%; VEEV TC-83 Vero: 2.0%; M. tuberculosis HTS: 2.8%; H1N1 NS1A inhibition: -2.4%

Results for CSc1c(CN2CCN(C)CC2)c2ccccc2n1C ?
PhoP GFP inhibition: -23.1%; M. tuberculosis: 61.7%; VEEV TC-83 Vero: 0.9%; M. tuberculosis HTS: -4.1%

How did Cc1ccc(S(=O)(=O)c2cc3c(=O)n4ccccc4nc3n(C3CCCCC3)c2=N)cc1 do in these assays?
PhoP GFP inhibition: -2.5%; M. tuberculosis: -5.0%; VEEV TC-83 Vero: 5.0%; M. tuberculosis HTS: -5.5%; H1N1 NS1A inhibition: -4.0%

Results for CC1(C)CC(=O)c2c(O)cc(OCC(=O)Nc3ccc(S(N)(=O)=O)cc3)cc2O1 ?
PhoP GFP inhibition: -5.6%; M. tuberculosis: 13.7%; VEEV TC-83 Vero: 1.1%; M. tuberculosis HTS: -6.6%; H1N1 NS1A inhibition: 0.2%

Results for CCCn1nnnc1SCC(=O)N1C(C)CCCC1C (stereo not given) ?
PhoP GFP inhibition: 1.6%; M. tuberculosis: 2.0%; VEEV TC-83 Vero: 0.0%; M. tuberculosis HTS: 5.0%; H1N1 NS1A inhibition: 8.0%

How did CCOc1ccc2ccccc2c1C(=O)N[C@@H]1C(=O)N2[C@@H]1SC(C)(C)[C@@H]2C(=O)O do in these assays?
PhoP GFP inhibition: -8.1%&26.3%; M. tuberculosis: 0.2%&-0.9%; VEEV TC-83 Vero: 9.8%&0.3%; M. tuberculosis HTS: -2.2%&6.7%; H1N1 NS1A inhibition: 0.5%&4.2%

Results for COc1ccc(CNC(=O)CCS(=O)(=O)c2ccc3c(c2)NC(=O)CS3)cc1 ?
PhoP GFP inhibition: 5.5%; M. tuberculosis: 19.5%; VEEV TC-83 Vero: 2.1%; M. tuberculosis HTS: 4.3%; H1N1 NS1A inhibition: -8.9%

How did Clc1cc2nc3ccccn3c2cc1Cl do in these assays?
PhoP GFP inhibition: -5.7%; M. tuberculosis: 12.0%; VEEV TC-83 Vero: 4.5%; M. tuberculosis HTS: -3.1%; H1N1 NS1A inhibition: -6.3%

How did COc1ccc(NC(=O)c2ccccc2)cc1NS(=O)(=O)c1ccc(F)cc1 do in these assays?
PhoP GFP inhibition: -4.5%; M. tuberculosis: inconclusive; VEEV TC-83 Vero: 3.5%; M. tuberculosis HTS: -2.4%; H1N1 NS1A inhibition: -3.0%

What do the screens show for `COc1ccc(C)cc1NC(=O)CNC(=O)c1sc2ccccc2c1Cl`?
PhoP GFP inhibition: -2.5%; M. tuberculosis: 1.4%; VEEV TC-83 Vero: 0.5%; M. tuberculosis HTS: 9.4%; H1N1 NS1A inhibition: 7.6%
